Screening data as filed in PubChem BioAssay.
bCat KO growth: primary screen for growth suppressors in beta-catenin knockout HCT116 cells (colon tumor, human) | actives 1.5% (n = 140,000) | viability, % at 10 µM | HCT116 beta-catenin knockout viability, CellTiter-Glo, 60 h; active compounds read low;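 active means viability at or under a set limit, the compound median less 4 SD, cut at about 6% in these data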;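 further: 0% = Hyamine 1622 control at 20 µM and 100% = untreated cell control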
HCT116 PTEN-null: growth suppression of PTEN-null HCT116, primary screen, cell-based, CellTiter-Glo; viability, % at 10 µM; HCT116 PTEN-null viability, 60 h; active compounds read low; actives 1.2% (n = 140,000);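 active means viability at or below a set limit, 4 SD under the median of all tested compounds, cut at about 3.7% in these data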;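 further: PTEN knockout HCT116 line with beta catenin targeted HCT116 as companion control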
MRP-1 activ: H69AR viability gain despite doxorubicin, primary screen, MRP-1 activator project, H69AR cells, CellTiter-Glo. AID 799, 2007. viability increase, % at 10 µM. actives 0.61% (n = 140,000). viability rescue;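 active means viability gain under doxorubicin at or above a set limit, the compound median plus 3 SD, cut at about 4.7% in these data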;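 further: MRP-1 overexpressing cells given doxorubicin 25 µM after compound pretreatment; 18-22 h compound pretreatment then 72 h with doxorubicin before readout; 0% = doxorubicin-only wells and 100% = vehicle-treated cells without doxorubicin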
GALR2 antag: GALR2 antagonists in receptor-expressing cells, primary screen. antagonist mode. actives 0.39% (n = 140,000). inhibition, % at 4 µM. Galanin receptor type 2 (Homo sapiens), O43603. AID 828, 2007; in the data active means inhibition above about 27%;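 further: cells stimulated with galanin 1-16 at roughly its EC80; 0% = agonist challenge control and 100% = basal control without agonist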
Target sequence (O43603 whole entry, looked up): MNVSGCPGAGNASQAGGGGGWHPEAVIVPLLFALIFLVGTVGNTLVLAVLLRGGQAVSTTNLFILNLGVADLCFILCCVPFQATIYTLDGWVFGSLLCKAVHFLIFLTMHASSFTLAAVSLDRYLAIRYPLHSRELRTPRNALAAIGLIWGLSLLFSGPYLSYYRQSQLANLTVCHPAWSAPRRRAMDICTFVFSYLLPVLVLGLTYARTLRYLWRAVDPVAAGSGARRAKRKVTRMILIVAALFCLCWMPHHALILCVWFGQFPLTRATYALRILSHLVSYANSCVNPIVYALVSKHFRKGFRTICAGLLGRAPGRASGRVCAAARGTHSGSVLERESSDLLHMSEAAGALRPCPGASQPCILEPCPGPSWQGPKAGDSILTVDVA
Yeast growth inh: growth inhibitors of yeast BB579 in restrictive medium, primary screen, yeast lifespan-shortening project, S. cerevisiae | actives 0.51% (n = 140,000) | inhibition, % at 10 µM | OD615, 48 h;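 active means inhibition above a set limit, 3 SD over the mean compound inhibition, cut at about 44% in these data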; further: inactives centre near -24
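Assay system – yeast BB579 (DeaD) · Dosing – single compound dose of 10 µM, 0.25% DMSO final · Detection – OD615 turbidity measurement · Buffer or medium – CSMM-D restrictive synthetic medium containing dextrose (glucose) · Benchmarks – positive control amphotericin B 10 µg/mL · Incubation – 48 h exposure, 30 °C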
E-sel TNF inh: E-selectin induction blockers in HUVEC – imaging, immunofluorescence, high content, primary screen | HUVEC TNFa-induced E-selectin immunofluorescence | inhibition, % at 2 µM | actives 0.71% (n = 120,000);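 active means inhibition above the batch mean plus 3 SD, and confirmed as a hit on visual image review, cut at about 43% in these data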;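 further: 0% = TNF-stimulated DMSO wells and 100% = unstimulated control wells; not every result past the cut was called active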
Phagocytosis inh: inhibitors of macrophage phagocytosis, primary screen, imaging, J774A.1 cells, IgG beads; actives 0.07% (n = 110,000); J774A.1 macrophage IgG-bead phagocytosis; AID 1029, 2008; inhibition, % at 5 µM;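 active means inhibition above the mean of the plate negative controls plus 5 SD, cut at about 13% in these data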;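 further: phagocytic index as fraction of beads internalized from green versus red external bead signal; plate controls were DMSO negative control for no effect and cytochalasin-D positive control for full effect; some results beyond the cut were filed as inactive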
Measles CPE: compounds protecting cells from measles virus cytopathic effect, primary screen, measles RdRp inhibitor project, single point, MLSMR library, absorbance. protection (pct of control), % at 4 µM. Measles virus-infected cells, CPE protection. actives 1.5% (n = 140,000). AID 841, 2007; in the data active means protection mostly above about 24%, no sharp cut-off; inactive means mostly below about 26%; further: some compounds called inactive have numbers as strong as hits
Yeast life ext: compounds extending yeast replicative lifespan, primary screen, S. cerevisiae, OD615; inhibition of the nicotinamide effect, % at 10 µM; S. cerevisiae growth with nicotinamide; deaD strain in restrictive glucose medium; actives 0.68% (n = 130,000);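 active means inhibition above a set limit, placed 3 SD over the median of all compounds, cut at about 26% in these data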;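 further: 0% = nicotinamide-treated wells and 100% = cells grown without nicotinamide; some compounds called inactive have numbers as strong as hits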
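Assay system: engineered S. cerevisiae DeaD replicative-lifespan strain, galactose-grown log-phase cells; Buffer or medium: CSMM-D glucose medium, restrictive; Probe or stimulus: nicotinamide 1.5 mM; Compound: single dose 10 µM compound, 0.25% DMSO; Schedule: 4 h preincubation then 48 h treatment at 30 °C; Technique: OD615 measurement.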
NPY-Y2 antag: NPY-Y2 receptor antagonists, primary screen, cell-based; actives 0.99% (n = 140,000); NPY-Y2 expressing cells, antagonist mode; Neuropeptide Y receptor type 2 (Homo sapiens), P49146; inhibition, % at 2.7 µM; in the data active means inhibition above about 17%;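 further: 0% = vehicle with agonist challenge and 100% = reference antagonist with challenge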
Target sequence (P49146 whole entry, looked up): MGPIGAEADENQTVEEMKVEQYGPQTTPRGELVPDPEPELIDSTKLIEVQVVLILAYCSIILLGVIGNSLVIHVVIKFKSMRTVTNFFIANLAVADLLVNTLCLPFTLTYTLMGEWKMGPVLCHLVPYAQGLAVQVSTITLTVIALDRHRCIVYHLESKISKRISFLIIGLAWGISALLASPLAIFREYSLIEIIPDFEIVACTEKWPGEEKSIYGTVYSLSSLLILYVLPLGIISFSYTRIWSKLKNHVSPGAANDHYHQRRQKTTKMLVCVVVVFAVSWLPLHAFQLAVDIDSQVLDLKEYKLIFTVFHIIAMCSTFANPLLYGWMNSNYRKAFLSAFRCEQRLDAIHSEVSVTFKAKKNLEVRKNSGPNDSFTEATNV
* hit, by the source's call; nt = not tested or not shown.

SMILES | bCat KO growth | HCT116 PTEN-null | MRP-1 activ | GALR2 antag | Yeast growth inh | E-sel TNF inh | Phagocytosis inh | Measles CPE | Yeast life ext | NPY-Y2 antag
O=[N+]([O-])c1ccc(O)c(/C=N\N=C2c3ccccc3-c3ccccc32)c1 | 6 | 5 | -6.6 | 8 | -26 | 7 | nt | 4 | -2 | 3
COc1cccc(C(=O)Nn2c(C)nnc2-n2nc(C)cc2C)c1 | 85 | 102 | -2.3 | 16 | 4 | -9 | nt | 2 | nt | 1
c1ccc2c(CSc3nnc(-c4ccncc4)o3)cccc2c1 | 58 | 63 | -1.9 | -12 | 3 | -9 | 0 | 3 | -33 | 7
CCOC(=O)N1CCN(c2nc(-c3ccc(OC)cc3)no2)CC1 | 86 | 95 | 1.4 | 7 | -49 | 3 | -4 | 26 | -5 | 1
C=CCCC(=O)Nc1ccc(COC(=O)N2CCOCC2)cc1 | 100 | 109 | -1.1 | -11 | -50 | -8 | -2 | 7 | -12 | 5
COC(=O)c1cccc(N(C(=O)c2cnccn2)C(C(=O)NCc2ccccc2)c2ccco2)c1 (centres undefined) | 83 | 86 | -4.3 | -7 | -29 | -11 | -2 | 10 | 0 | 3
O=C1OC(Nc2ccccn2)c2ccccc21 (centres undefined) | 99 | 107 | 32* | 7 | -25 | -6 | -1 | 4 | 0 | 5
CCOc1ccc(NC(=O)CSC2=NCCN2)cc1 | 92 | 97 | -0.9 | 1 | 0 | nt | nt | 31 | 6 | -1
COc1cc(/C=C2\SC(=S)N(Nc3ncc(C(F)(F)F)cc3Cl)C2=O)ccc1O | 99 | 106 | -0.5 | -1 | -35 | 14 | 0 | 2 | -15 | 8
Nc1ccc(O)c(-c2nc3ccccc3s2)c1 | 8 | 3.4* | -3.6 | 12 | -21 | nt | -2 | 15 | -4 | 2

Random excerpt: two entries already listed, in no set order.
SMILES | bCat KO growth | HCT116 PTEN-null | MRP-1 activ | GALR2 antag | Yeast growth inh | E-sel TNF inh | Phagocytosis inh | Measles CPE | Yeast life ext | NPY-Y2 antag
O=C1OC(Nc2ccccn2)c2ccccc21 (centres undefined) | 99 | 107 | 32* | 7 | -25 | -6 | -1 | 4 | 0 | 5
CCOC(=O)N1CCN(c2nc(-c3ccc(OC)cc3)no2)CC1 | 86 | 95 | 1.4 | 7 | -49 | 3 | -4 | 26 | -5 | 1

(list continues)
SMILES | bCat KO growth | HCT116 PTEN-null | MRP-1 activ | GALR2 antag | Yeast growth inh | E-sel TNF inh | Phagocytosis inh | Measles CPE | Yeast life ext | NPY-Y2 antag
COc1ccc(C)cc1NC(=O)CSc1nnc(-c2ccc(C)cc2)o1 | 97 | 89 | -0.2 | -9 | -31 | 17 | 0 | 9 | -7 | 7
CCNc1nc(NCC)n2c(SC(C)C(=O)c3ccc(C)cc3)nnc2n1 (centres undefined) | 83 | 78 | -2.1 | -4 | -2 | -44 | -14 | 12 | 1 | 4
Cn1c(NC(=O)c2ccc(Cl)cc2Cl)cc(=O)n(C)c1=O | 92 | 87 | 0.0 | -5 | -48 | nt | 0 | 5 | 1 | -2
CCN(CC)c1ccc(N2C(=O)c3ccccc3C2=O)cc1 | 87 | 89 | -0.1 | 4 | -55 | nt | -3 | 4 | 1 | 6
C/C(CCc1ccccc1)=N\NC(=O)c1ccccc1[N+](=O)[O-] | 90 | 93 | 0.0 | 10 | -28 | 1 | -1 | 3 | 0 | 1
N#CC1=C(N)N2C(=C(C#N)C1c1ccc(Br)cc1)Nc1ccccc12 (centres undefined) | 1.9* | 2.2* | -6.3 | 4 | -17 | nt | -9 | 14 | -3 | -2
O=C1c2ccccc2C(O)N1c1cccnc1 (centres undefined) | 89 | 98 | -2.3 | 0 | -7 | nt | 1 | 2 | -8 | 0
Oc1ccc(/C=N/NC(=S)NCc2ccco2)cc1 | 94 | 101 | -0.3 | 6 | -12 | -3 | nt | 41* | -16 | 1
O=C(Cn1cnc([N+](=O)[O-])n1)N/N=C/c1ccccc1O | 77 | 83 | 3.0 | 4 | 8 | 7 | nt | 11 | 2 | -1
CS(=O)(=O)c1nc(-c2ccccc2)c(-c2ccccc2)[nH]1 | 75 | 92 | -2.0 | -2 | -20 | nt | nt | 3 | -1 | 3
Cc1nn(-c2ccccc2)c(Cl)c1/C=C1\SC(=S)N(C)C1=O | 62 | 73 | -2.9 | 1 | -21 | -2 | 0 | 10 | -3 | 1
O=C(Nc1ccc(N2CCCC(O)C2)cc1)c1snc2c(=O)[nH]cnc12 (centres undefined) | 106 | 99 | -3.6 | -5 | -60 | nt | 0 | 20 | 3 | 2
Cc1ccc(NS(=O)(=O)c2cccc(C(=O)NCCc3c[nH]c4ccccc34)c2)c(C)c1 | 71 | 66 | 0.4 | 6 | -31 | nt | -13 | 3 | 2 | -1
CC1CCCC(C)N1CCNC(=O)CCn1nc(-c2ccccc2)ccc1=O (centres undefined) | 97 | 96 | -1.7 | 3 | -25 | 5 | 0 | 49 | -7 | 1
O=C(Cc1n[nH]c(=O)[nH]c1=O)N/N=C/c1cccc(O)c1 | 98 | 97 | 1.6 | 2 | -37 | -7 | -1 | 6 | -3 | -2
Cc1ccc2cc(COC(=O)C3CCCO3)c(=O)[nH]c2c1 (centres undefined) | 109 | 98 | -0.7 | 6 | -31 | -58 | -2 | 17 | 4 | 3
COc1cc(CN(C2CCCCC2)S(=O)(=O)c2ccc(S(=O)(=O)N(C)C3CCCCC3)cc2)cc(OC)c1OC | 88 | 94 | -0.7 | 16 | -23 | nt | -13 | 8 | 4 | 2
Cc1ccc(Cn2c(CN3CC(C)OC(C)C3)nc3c2c(=O)[nH]c(=O)n3C)cc1 (centres undefined) | 91 | 96 | 0.0 | 2 | 8 | nt | 0 | 4 | -5 | -1
O=C(CCS(=O)(=O)c1ccc(Br)cc1)Nc1ccccn1 | 89 | 100 | -2.4 | 18 | -2 | nt | -4 | 22 | 2 | 3
O=C(Nc1ccc(O)c(-c2nc3ccccc3s2)c1)C1=COCCO1 | 78 | 74 | -0.6 | 2 | -24 | nt | -4 | 9 | -5 | 5
CCC1(c2ccc(F)cc2)NC(=O)N(CC(=O)Nc2ccc(-c3nc4ccc(C)cc4s3)cc2)C1=O (centres undefined) | 1.1* | 1.3* | -4.9 | -1 | -9 | nt | -1 | 4 | -2 | -5
CC1CCCCC1NC(=O)CN1CCN(Cc2ccccc2Cl)C1=O (centres undefined) | 77 | 90 | -1.4 | -2 | -40 | -4 | -4 | 2 | 0 | 3
Cc1ccc(N2CC(C(=O)N3CCN(C(=O)c4ccco4)CC3)CC2=O)cc1 (centres undefined) | 100 | 99 | -1.2 | 2 | -72 | 4 | -1 | 22 | -2 | 2
CCOc1ccccc1NC(=O)CN(c1ccc(C)cc1)S(=O)(=O)c1c(C)noc1C | 89 | 77 | 1.3 | -5 | -25 | -16 | nt | 4 | 11 | 9
Cn1c(CCNC(=O)c2ccco2)nc2cc(NC(=O)c3ccco3)ccc21 | 105 | 100 | -1.4 | -2 | -10 | nt | 0 | 17 | -2 | 2
c1ccc2c(c1)ncn2Cc1nnc2sc(-c3ccncc3)nn12 | 91 | 89 | -0.8 | -11 | -20 | -18 | 0 | 12 | -12 | 0
Cc1ccc(NC(=O)c2c(Cl)n(C)c3ccccc23)cc1 | 68 | 56 | -5.0 | 10 | -57 | 29 | 4 | 3 | -28 | 3
COC(=O)C(NC(=O)c1ccccc1)(Nc1cc(C)cc(C)n1)C(F)(F)F (centres undefined) | 85 | 110 | 0.1 | -2 | -17 | -24 | nt | 32 | nt | 3
O=C1c2ccccc2-c2cccc(NS(=O)(=O)c3ccc(C(F)(F)F)cc3)c21 | 93 | 85 | -1.4 | -1 | -43 | -9 | 0 | 17 | -8 | 3
O=C1c2ccccc2C(=O)N1c1ccc(Cl)cc1 | 104 | 110 | -0.9 | 3 | -17 | 16 | -1 | 2 | -10 | 2
COc1cc(C2SCC(=O)N2CCCN(C)C)cc(OC)c1OC (centres undefined) | 95 | 102 | -1.0 | 4 | -42 | 3 | 2 | 8 | -6 | 4
COc1ccc(C)cc1Nc1cc(C)nc2ncnn12 | 93 | 100 | -0.5 | 1 | -17 | -26 | nt | 5 | 10 | 1
O=C(Nc1cccc(Cl)c1)c1cnn2cccnc12 | 84 | 84 | -1.9 | 7 | 17 | -8 | -1 | 13 | -13 | 0
Cc1noc(C)c1COc1ccc(C(=O)OCC(=O)Nc2cccc(S(=O)(=O)N3CCOCC3)c2)cc1 | 90 | 89 | -1.1 | 3 | -32 | nt | -10 | 23 | 3 | 1
O=S(=O)(c1cccs1)n1cccn1 | 94 | 100 | 0.4 | -3 | -62 | -4 | -1 | 26 | -4 | 0
c1ccc(-c2nc3ccccc3c3nc4ccccc4n23)cc1 | 92 | 94 | -2.1 | -5 | -37 | -12 | -4 | 9 | -3 | 9
O=C(COC(=O)Cc1cccc2ccccc12)Nc1ccccc1-c1ccccc1 | 84 | 80 | -0.2 | -5 | -24 | 6 | -2 | 18 | -2 | 6
O=C(NC1CC1)c1cc(=O)c2ccccc2o1 | 87 | 95 | -2.5 | 1 | -16 | -37 | nt | 3 | -2 | 7
CCOC(=O)N1CCC(Nc2c(Nc3ccc(F)cc3)c(=O)c2=O)CC1 | 84 | 89 | -2.8 | -3 | -40 | 11 | nt | 6 | -3 | 1
CCN(Cc1ccccc1)C(c1ccc(C(F)(F)F)cc1)c1nnnn1C(C)(C)C (centres undefined) | 38 | 31 | -0.8 | -3 | -24 | 5 | nt | 6 | nt | 4
Cc1c(NC(=O)c2ccc3c(c2)C(=O)N(CC2CCCO2)C3=O)cccc1C(=O)O (centres undefined) | 100 | 98 | -0.7 | 3 | 4 | -6 | 0 | 12 | -3 | 1
O=C(NCc1ccccn1)c1cc(-c2ccccc2Cl)nc2ccccc12 | 79 | 76 | -3.0 | 18 | -7 | 11 | nt | 12 | -3 | 3
O=C(c1ccco1)N1CCN(c2ncnc3c2oc2ccccc23)CC1 | 85 | 94 | -2.5 | 8 | 13 | -4 | -1 | 8 | -15 | 8
COC(=O)c1cc(C)sc1NC(=O)C1CC=CCC1C(=O)O (centres undefined) | 94 | 91 | -1.2 | -9 | -12 | 4 | 0 | 19 | -7 | 11
O=C(OCc1c(Cl)cccc1Cl)c1ccccn1 | 114 | 108 | 0.2 | 0 | -74 | nt | -2 | 7 | -13 | 2
COCCNC(=O)c1ccc(-n2c(SCc3cc(F)ccc3F)nc3ccccc3c2=O)cc1 | 46 | 43 | -4.2 | -14 | -22 | nt | -2 | 9 | -1 | 9
CCC(C)(C)n1nnnc1C(c1ccc2ncccc2c1)N1CCCCCC1 (centres undefined) | 76 | 81 | -5.3 | 10 | -13 | 2 | nt | 9 | nt | 5

This is a random part of the collection; any-hit rate near 6.1%.
